RAD54 inh: inhibitors of human RAD54 branch migration; inhibition, % at 10.4 µM; RAD54 Holliday junction branch migration, FAM/BHQ fluorescence; AID 602329; 0.14% of 360,000 active; Q92698;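 active means mean normalized replicate activity at least 40 and at least half of replicates scoring 40 or more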;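 further: 0% = median of neutral control wells and 100% = median of positive control wells; inhibitors cause a drop in the FAM fluorescence signal; in these data hits start at about 50%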
Target sequence (Q92698 whole entry, looked up): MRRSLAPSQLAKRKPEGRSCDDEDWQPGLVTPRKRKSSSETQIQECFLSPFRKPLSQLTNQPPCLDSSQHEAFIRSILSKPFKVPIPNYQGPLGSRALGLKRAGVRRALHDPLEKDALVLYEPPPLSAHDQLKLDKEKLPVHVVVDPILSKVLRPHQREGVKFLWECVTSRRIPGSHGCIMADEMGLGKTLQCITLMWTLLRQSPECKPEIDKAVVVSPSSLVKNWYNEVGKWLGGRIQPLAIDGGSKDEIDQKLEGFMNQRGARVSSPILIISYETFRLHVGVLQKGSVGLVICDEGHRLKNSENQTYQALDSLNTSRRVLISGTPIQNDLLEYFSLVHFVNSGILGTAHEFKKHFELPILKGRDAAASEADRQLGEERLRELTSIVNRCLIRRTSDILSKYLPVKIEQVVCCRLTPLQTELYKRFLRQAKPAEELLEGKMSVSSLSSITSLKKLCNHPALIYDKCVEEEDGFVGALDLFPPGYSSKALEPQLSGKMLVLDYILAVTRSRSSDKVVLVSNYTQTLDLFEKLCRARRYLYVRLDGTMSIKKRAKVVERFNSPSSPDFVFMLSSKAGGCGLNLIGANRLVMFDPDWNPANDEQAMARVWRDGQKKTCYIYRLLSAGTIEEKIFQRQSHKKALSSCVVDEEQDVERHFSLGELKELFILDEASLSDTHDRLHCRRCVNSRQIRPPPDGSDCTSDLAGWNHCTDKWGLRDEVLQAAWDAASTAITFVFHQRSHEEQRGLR
Active calls of the source: *.

Preview, 2 compounds:
SMILES	RAD54 inh
CC(C)NC(=O)CC(=O)N/N=C/c1ccc(F)cc1	0
O/N=C1/CCc2nonc2/C1=N/O	-4

The list itself, repeating the preview:
SMILES	RAD54 inh
CC(C)NC(=O)CC(=O)N/N=C/c1ccc(F)cc1	0
O/N=C1/CCc2nonc2/C1=N/O	-4
CCOC(=O)CSc1nnc([C@H](C)NC(=O)OC(C)(C)C)o1	-8
COc1ccc(/C=N/Nc2nnc(-c3ncc[nH]3)c3ccccc23)cc1	3
O=C(Cc1ccccc1)N1CCCC1c1ccccc1 (configuration not stated)	-22
O=C(OCCN=C1NS(=O)(=O)c2ccccc21)c1ccccc1	-3
O=C(CCc1nc2ccccc2s1)OCC(=O)N1CCN(C(=O)c2ccco2)CC1	9
O=C(NCCCN1CCN(Cc2ccccc2Cl)CC1)Nc1ccccc1	-1
O=C(Nc1ccc([N+](=O)[O-])cc1)/C(=C/c1cccc([N+](=O)[O-])c1)NC(=O)C1CCCCC1	15
CCC(C)OC(=O)c1cc(C)nc2c(Br)cc(Br)cc12 (configuration not stated)	-4
CCOC(=O)c1cc(-c2ccco2)nc2c1c(C)nn2-c1cccc(Cl)c1	-8
Cc1nc(S(=O)(=O)N(C)c2ccccc2)c(C#N)c(C)c1Cl	6
CC(C)(C)c1ccc(OCCC(=O)NC2=NCCS2)cc1	-4
C=CCNc1nc(-c2sc(NC(=O)CC)nc2C)cs1	-8
Cc1cccc(N=C2N=C(N)c3ccccc32)c1	11
Nc1nc(N2CCN(C/C=C/c3ccccc3)CC2)nc2ccccc12	18
CCOc1cc(C(=O)N2CCN=C2SC)cc(OCC)c1OCC	-7
COc1ccc(-c2c/c(=N\c3nc(-c4ccccc4)c(C)s3)c3ccccc3o2)cc1O	-8
COC(=O)C1=C(C)n2nnnc2NC1c1ccc(Cl)cc1 (configuration not stated)	-3
COc1ccc(C2=Nn3c(nnc3-c3cccnc3)SC2)cc1OC	0
O=C(O)CCCC(=O)Nc1ccc(N2CCCC2)cc1	5
Cc1cc2ccccc2c(=O)n1CC(=O)NCC(=O)N1CCCC(C)C1 (configuration not stated)	4
COc1ccc(OC)c(NS(=O)(=O)c2ccc3c(c2)n(C)c(=O)n3C)c1	-3
O=c1[nH]n(-c2ccccn2)c(=O)c2ccccc12	-9
CO/N=C/NC(=O)c1cn(-c2ccc(F)cc2)c(=O)c2ccccc12	4
(continued)
SMILES	RAD54 inh
CN(C)c1ccc(CNCCC2(O)CCOC(C)(C)C2)cc1 (configuration not stated)	-14
COc1ccc(/C=N\NS(=O)(=O)c2ccc(Cl)cc2)cc1COc1ccccc1[N+](=O)[O-]	-3
COc1ccc(OC)c(NC(=O)NC2(C(F)(F)F)Oc3ccccc3O2)c1	6
O=C(c1cc2ccccc2o1)N1CCCCCC1	-2
Cn1c(NCc2ccccc2)cc(=O)n(C)c1=O	-4
COc1ccccc1NC(=O)COc1cccc(-n2cnnn2)c1	3
Cc1cc(C)c2c(CC(=O)Nc3ccc(Cl)cn3)coc2c1	7
COCCN(C(=O)Cn1nnc2ccccc21)C(C(=O)NC1CCCC1)c1cc(OC)ccc1OC (configuration not stated)	-5
CC(=O)N1CCN(Cc2nc3cc(NC(=O)c4ccccc4C)ccc3n2C)CC1	3
COC(=O)COc1cc(C)cc2oc(=O)c(CC(=O)OC)c(C)c12	-4
CC(C)(C)n1nnnc1C(c1ccc(F)cc1)N1CCN(Cc2ccc3c(c2)OCO3)CC1 (configuration not stated)	5
C#CCSc1nc(Cc2ccc(Cl)cc2)nc2ccccc12	-1
COc1cc(OC)cc(C(=O)Nc2ncc3c(n2)CC(C)(C)CC3=O)c1	8
COc1ccccc1CC(=O)NCC1CCCO1 (configuration not stated)	-6
CCOC(=O)CSc1nc(-c2ccc3c(c2)OCO3)ccc1C#N	-3
CCOc1cc(C=O)ccc1OCCSc1ccc(Cl)cc1	-16
O=C(Cc1c[nH]c2ccccc12)NCc1ccc2c(c1)OCO2	-3
Cc1cc(C)nc(-n2nc(C)c3c(C(F)F)cc(C)nc32)n1	-11
Nn1c(SCC(=O)N2CCc3ccccc3C2)nnc1-c1cccs1	1
N[C@@H](Cc1ccccc1)c1nnc(SCc2ccccc2F)o1	-1
FCCCOc1ccc(/C=N/OCc2ccc(Cl)cc2Cl)cc1	-1
CCOC(=O)CN1C(=O)S/C(=C/c2cc(C)n(C)c2C)C1=O	0
Cc1nn(-c2ccccn2)c2c1C(=O)C(Br)CC2 (configuration not stated)	-12
Cn1c2c(c(=O)[nH]c1=O)C(NC(=O)c1ccco1)(C(F)(F)F)C(=O)N2 (configuration not stated)	-4
CCO/C=C1\C(=O)N(CC)c2ccccc21	-15

Given field by field: four of the compounds above.
Molecule: CCOc1cc(C=O)ccc1OCCSc1ccc(Cl)cc1
  RAD54 inh: -16

Molecule: O=C(Cc1c[nH]c2ccccc12)NCc1ccc2c(c1)OCO2
  RAD54 inh: -3

Molecule: Cc1cc(C)nc(-n2nc(C)c3c(C(F)F)cc(C)nc32)n1
  RAD54 inh: -11

Molecule: Nn1c(SCC(=O)N2CCc3ccccc3C2)nnc1-c1cccs1
  RAD54 inh: 1

A different layout for some results above.
| molecule | RAD54 inh |
| --- | --- |
| C#CCSc1nc(Cc2ccc(Cl)cc2)nc2ccccc12 | -1 |
| COc1ccc(OC)c(NC(=O)NC2(C(F)(F)F)Oc3ccccc3O2)c1 | 6 |
| COc1cc(OC)cc(C(=O)Nc2ncc3c(n2)CC(C)(C)CC3=O)c1 | 8 |
| COCCN(C(=O)Cn1nnc2ccccc21)C(C(=O)NC1CCCC1)c1cc(OC)ccc1OC (configuration not stated) | -5 |
| Cc1nn(-c2ccccn2)c2c1C(=O)C(Br)CC2 (configuration not stated) | -12 |
| COC(=O)COc1cc(C)cc2oc(=O)c(CC(=O)OC)c(C)c12 | -4 |
| Nn1c(SCC(=O)N2CCc3ccccc3C2)nnc1-c1cccs1 | 1 |

The list goes on.
SMILES	RAD54 inh
CCOC(=O)CSc1nnc(C)c(=O)[nH]1	-3
CCN(CC)S(=O)(=O)c1cccc(-c2nnc(SCC(=O)NCCC3=CCCCC3)n2N)c1	-3
CC(=O)n1nc(-c2ccco2)nc1SCc1ccccc1	-10
COc1ccc(CCNc2nc(-c3sc(C)nc3C)cs2)cc1OC	3
COc1ccc(CCNC(=O)CSc2nnnn2-c2ccccc2)cc1	2
Nc1cc(=O)nc(SCc2ccccc2)n1Cc1ccco1	4
CC1(C)CC(=O)C2=C(C1)OC(N)=C(C#N)C21C(=O)N(CN2CCOCC2)c2ccccc21 (configuration not stated)	-11
Cc1ccc([N+](=O)[O-])cc1NC(=O)CN1CCC(C)CC1	-2
N/C(=N\OC(=O)CCCN1C(=O)c2ccccc2C1=O)c1ccc(Cl)cc1	0
CCN(Cc1ccccc1)C(c1ccncc1)c1nnnn1C(C)(C)C (configuration not stated)	2
COc1ccccc1C1CC(c2cccs2)=Nc2ccccc2S1 (configuration not stated)	-4
CCOC(=O)C1(C)/C(=N/Nc2ccc(Cl)cc2)C(=O)C(=O)N1c1ccccc1 (configuration not stated)	-11
O=C1OC(c2ccc3c(c2)OCO3)N(C(=O)c2ccc(Cl)c(Cl)c2)c2ccccc21 (configuration not stated)	7
Cc1ccc(-c2nc(N)n(C(=O)c3cccs3)n2)cc1	2
Cc1ccc(-c2noc(CCC(=O)N3CCN(c4cccc(C(F)(F)F)c4)CC3)n2)cc1	4
Cc1ccccc1C(=O)N1CCC(n2nccc2NC(=O)C2CC2)CC1	4
Clc1ccc(COn2c(-c3ccc(Cl)cc3Cl)nc3ncccc32)cc1	1
c1ccc(-c2nccc(-c3ccc(-n4cnc5ccccc54)cc3)n2)cc1	-5
Cc1cc(C)c(S(=O)(=O)c2ccccc2C)c(N(C)C)n1	0
CCc1nc2ccc(C(=O)NCc3ccco3)cc2nc1CC	-5
O=C(O)C1C2C=CC(O2)C1C(=O)NCc1ccc(Cl)cc1 (configuration not stated)	0
c1ccc2c(c1)oc1c(NCC3CCCO3)ncnc12 (configuration not stated)	8
Cn1cccc1C(=O)NC(=O)COC(=O)CC12CC3CC(CC(C3)C1)C2	-10
CCN(CC)c1nc(C(N)=O)cc(-c2ccccc2)n1	-7
C=CCN1C=CC(=C/C=C(/C#N)C(=O)OCC)C=C1	-120
More results.
SMILES	RAD54 inh
Cc1ccc(Sc2cc(Cl)nc(N)n2)cc1	3
O=C(c1ccc2c(=O)n3c(nc2c1)CCCCC3)N1CCN(Cc2ccccc2)CC1	-3
COC(=O)CNC(=O)CNC(=O)c1nn(-c2ccc(OC)c(Cl)c2)c(=O)c2ccccc12	11
O=C(Oc1ccccc1)c1ccc2nsnc2c1	-6
Cc1ccc(/C=C/C(=O)c2cc(Br)ccc2OC(=O)c2ccco2)cc1	-7
CCN(CC)CCN1C(=O)C(=O)/C(=C(/O)c2cccc(OC)c2)C1c1ccccn1 (configuration not stated)	0
Cc1ccc(NC(=O)CS(=O)CC(=O)NCC2OCCc3ccccc32)c(C)c1 (configuration not stated)	-1
Cc1ccc(NC(=O)N2CCC(C(=O)NCCC3=CCCCC3)CC2)cc1	6
CCOC(=O)C(=Cc1ccc(-c2ccsc2C(=O)OC)o1)C(=O)OCC	0
CC(C)OC(=O)c1cc(=O)[nH]c2ccccc12	-5
CNc1ccc(OC(F)F)cc1C(=O)c1ccccc1	-14
Cc1ccc(NC(=O)c2ccc3ccccc3n2)nc1	15
CC(OC(=O)CSc1ccc([N+](=O)[O-])cc1)C(=O)NCc1ccccc1 (configuration not stated)	-14
COc1ccc(C)cc1NC(=O)CSc1nc(SC)ns1	-9
COCc1cc(=O)[nH]c(SCC(=O)Nc2ccccc2)n1	-1
Cc1ccc(NC(=O)c2cc(NC(=O)C3CC=CCC3C(=O)O)ccc2N2CCOCC2)cc1Cl (configuration not stated)	4
COc1ccc(C(C#N)(CCC#N)CCC#N)cc1OC	5
CCOc1cccc(OCCOc2ccccc2[N+](=O)[O-])c1	0
O=C(c1cc(=O)[nH]c2ccccc12)N1CCN(S(=O)(=O)c2ccc3ccccc3c2)CC1	-7
CC1CCCCN1c1ncnc2ccccc12 (configuration not stated)	-12
Nc1nnc(CCN2C(=O)CSC2=O)s1	5
Nc1cc(N2CCCCC2)c(Cl)cc1[N+](=O)[O-]	-5
COc1ccc(C(=O)c2oc3ccccc3c2N)cc1	-15
O=C(O)[C@@H]1CCCC[C@@H]1C(=O)N1CCc2ccccc2C1CN1C(=O)c2ccccc2C1=O (some centres not stated)	0
COc1ccc(/C=N/N2CCN(c3ccncc3S(=O)(=O)N3CCCCC3)CC2)cc1	10
Remaining list, next part
SMILES	RAD54 inh
CC(C)NCCCOc1ccc(C(C)(C)c2ccccc2)cc1	1
COCCn1nnnc1C(c1ccc(C(F)(F)F)cc1)N1CCOCC1 (configuration not stated)	3
NC(=O)CN1C(=O)C2CCCCN2C(=O)c2ccccc21 (configuration not stated)	-7
C=CCn1c(/N=C/c2ccc(OC)cc2)nc2ccccc21	-2
Cc1cc(C)cc(N(CC(=O)NC2CCCCC2)C(=O)CCC(=O)Nc2cc(C)ccn2)c1	2
O=C(CCNC(=O)Cn1ccc2ccccc2c1=O)NCCN1CCN(c2ccccc2F)CC1	5
Cc1c(Nc2cc(N3CCCCCC3)c3nonc3c2[N+](=O)[O-])c(=O)n(-c2ccccc2)n1C	-10
Cc1nc2ccc(NC(=O)N3CCCCC3)cc2s1	-2
O=C(c1ccc(COc2ccc(F)cc2)o1)n1cc(Br)cn1	-3
COc1ccc(-c2nc(CS(=O)CC(=O)NCc3ccccn3)c(C)o2)cc1 (configuration not stated)	-1
CCOC(=O)C1CCCN(c2c(NCCCN(CC)c3cccc(C)c3)c(=O)c2=O)C1 (configuration not stated)	7
O=C(OCC(O)CN1CCCCC1)C12CC3CC(CC(C3)C1)C2 (configuration not stated)	-26
CCOC(=O)CSc1nc2ccccc2c(=O)n1-c1ccc(C(=O)NCCOC)cc1	7
COCCn1nnnc1CN1CCC(C)CC1	-11
COc1cc(C(=O)N(Cc2cccc(Cl)c2)C2CCS(=O)(=O)C2)cc(OC)c1OC (configuration not stated)	-2
c1coc(-c2nc3c([nH]2)CCc2nonc2-3)c1	-2
CC(C)NC(=O)CN(C)S(=O)(=O)c1ccc(F)cc1	2
CC(=O)c1c(COC(=O)c2ccccc2)nc2ccccc2[n+]1[O-]	-6
O=C(CSc1nnc(CNc2ccc(F)cc2)n1Cc1ccco1)N1CCCC1	-13
CCC(c1nnnn1Cc1ccc2c(c1)OCO2)N1CCN(c2ccc(OC)cc2)CC1 (configuration not stated)	3
COCCNc1nc2c(c(=O)n(C)c(=O)n2C)n1Cc1cccc(C(F)(F)F)c1	-1
OCc1nc2ccccc2n1CC(O)COc1ccccc1 (configuration not stated)	-8
CCN(CC)C(=O)CSc1nc(N)c(C#N)c(-c2cccs2)c1C#N	5
Clc1ccc2oc(-c3ccccn3)nc2c1	-1
CC(C)c1ccc(-c2nnn(Cc3nc4ccccc4s3)n2)cc1	1
O=C(NCCN1CCCC1)c1ccc2c(=O)n(CCc3ccccc3)c(=O)[nH]c2c1	-6
CCOC(=O)c1cnc2nc(COc3ccccc3)[nH]n2c1=O	-6
O=C(Nc1ccccc1N1CCCCC1)c1ccco1	-7

Looked up above.
RAD54 inh with COc1cc(C(=O)N(Cc2cccc(Cl)c2)C2CCS(=O)(=O)C2)cc(OC)c1OC (configuration not stated) = -2
RAD54 inh with Nn1c(SCC(=O)N2CCc3ccccc3C2)nnc1-c1cccs1 = 1

Some of the compounds tested; count on the stated rates, not on these rows.
